HEK293 cAMP cs: parental HEK293 cAMP activation (counter-screen) | 2.5% of 73,000 active | Potency, µM (doses to about 57.1 µM), for the others: at the top dose activation, hits mostly activators | parental HEK293 CNG cAMP sensor, membrane potential fluorescence; also: potency is read from the fitted curve at half-maximal effect; % of control where 0% means no effect; nearly all actives have a fitted effect of over 55% in size
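Parental HEK 293 cells stably expressing a cAMP-gated CNG channel were loaded with membrane potential dye containing 100 uM RO 20-1724 for 60 min. Compound added for 30 min; depolarization read as fluorescence intensity at 590 nm.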
Casp7 inh: allosteric or competitive inhibitors of human caspase-7; recombinant caspase-7, Ac-DEVD-AFC fluorescence rate; Potency, µM (doses to about 57.5 µM), inactives show at the top dose activity change, negative = inhibition, usual class: inhibitors; 0.02% of 75,000 active; AID 889; active = well fitted inhibition curve with a large enough effect in the main read-out, with a control signal flat, not every such curve was filed as active; inconclusive = small, poorly fitted or top-dose-only effect, or a change in a side signal; also: potency is read from the fitted curve at half-maximal effect; % of control where 0% means no effect
15-hLO inh: 15-hLO (ALOX15) enzyme inhibition; P16050; purified 15hLO-1, xylenol orange hydroperoxide absorbance; Potency, µM (titrated, usually from 57.1 µM), for the others: top-dose activity change, negative = inhibition, actives largely listed as inhibitors; 1.4% of 74,000 active; also: potency is read from the fitted curve at half-maximal effect; % is scaled to controls: 0 for no effect and ±100 for the full control effect; nearly all actives have a fitted effect of over 55% in size
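Quantitative HTS in 25 mM Hepes pH 7.5 containing 0.01% Triton X-100: human 15hLO-1 at 40 nM, arachidonic acid at 50 uM, 6 min turnover. Product quantified via ferrous oxidation/xylenol orange, 573:405 nm absorbance ratio.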
BRCT PPI green: BRCA1 BRCT-phosphoprotein interaction inhibition; Potency, µM (series often up to 76.9 µM), without a hit: at the top dose activity change, negative = inhibition, most hits filed as inhibitors; BRCA1 BRCT-phosphopeptide binding, green fluorescence polarization; 0.05% of 75,000 active; P38398;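 also: potency is read from the fitted curve at half-maximal effect; plate controls were peptide without protein for full effect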
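Fluorescence polarization: His-tagged BRCT (~35 kDa BRCA1 C-terminus, 250 nM) bound to 100 nM fluorescein-labeled phosphorylated 10-aa BACH1 peptide, pH 7.3 phosphate buffer with DTT and Tween 20. Compounds incubated 12 min at room temperature; inhibition read as lowered polarization.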
Tau filament bind: binders of human tau filaments; P10636; Potency, µM (doses to about 57.1 µM), for the others: at the highest dose activity change, negative = inhibition; 2% of 71,000 active; recombinant tau filaments, thioflavin S fluorescence, 15 h; filaments grown with octadecylsulfate alongside compound;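 also: potency is read from the fitted curve at half-maximal effect; % is scaled to controls: 0 for no effect and ±100 for the full control effect; actives lower thioflavin S fluorescence by blocking filaments or displacing dye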
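Recombinant tau protein (human, 1 uM final) plus 30 uM ODS in HEPES pH 7.4 with NaCl, DTT and thioflavine S. Compound present from the start; fluorescence at 510 nm after 15 h, 37 C.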
USP2a inhib: inhibitors of human ubiquitin-specific protease USP2a; USP2a enzymatic assay, qHTS inhibition; 0.1% of 60,000 active; Potency, µM (top dose mostly 38.3 µM), for the others: top-dose activity change, negative = inhibition, hits mostly inhibitors; O75604; AID 927;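 also: potency is read from the fitted curve at half-maximal effect; nearly all actives have a fitted effect of over 60% in size; plate controls were DMSO for no effect and NEM full inhibition control for full effect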
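Inhibition is measured in a cell-free coupled assay with 20 nM USP2 core, 20 nM Ub-PLA2 and 20 uM NBD C6-HPC, 2.5 h incubation. Activity normalized to NEM control.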
BRCT inh red: disrupts BRCA1 BRCT binding to phosphoprotein, red fluorophore readout | P38398 | BRCT-phosphopeptide binding, red fluorescence polarization | AID 892 | 0.03% of 75,000 active | Potency, µM (series often up to 76.9 µM), without a hit: at the top dose activity change, negative = inhibition, most hits filed as inhibitors; also: % is scaled to controls: 0 for no effect and ±100 for the full control effect
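Rhodamine-labelled pBACH1 10-mer (100 nM) bound to BRCT domain (100 nM) at pH 7.3; compounds incubated 12 min room temperature, polarization read. Free peptide defines full inhibition; unlabelled decapeptide titrated as control.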
Rhodamine fluor: compound fluoresces in the rhodamine spectral region; max dye-equivalent concentration, M; AID 594; Rhodamine-region fluorescence, 547/598 nm, Tris buffer; active compounds read high; 0.05% of 59,000 active; in the data active = max dye-equivalent concentration above about 11 nM; inconclusive = between about 1.1 nM and that limit
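Read-out is relative fluorescence at 547 nm excitation and 598 nm emission, expressed as dye-equivalent concentration using rhodamine standards on every plate. Each compound was profiled across a concentration series after 15 min in 100 mM Tris, pH 8.0.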
Caspase-1 inhib: blocks human caspase-1 allosterically or competitively; P29466; Caspase-1 enzyme, Ac-WEHD-AFC fluorogenic rate; Potency, µM (doses to about 57.5 µM), without a hit: at the highest dose activity change, negative = inhibition, actives largely listed as inhibitors; 0.03% of 75,000 active; AID 900;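 also: potency is read from the fitted curve at half-maximal effect; plate controls were vehicle for no effect and no substrate for full effect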
HADH2 inhib: inhibitors of human HADH2 dehydrogenase; Q99714; recombinant HADH2, NADH fluorescence, beta-hydroxybutyryl-CoA; Potency, µM (top dose mostly 57.1 µM), for the others: at the highest dose activity change, negative = inhibition, most hits filed as inhibitors; 3.4% of 73,000 active; also: potency is read from the fitted curve at half-maximal effect; % is scaled to controls: 0 for no effect and ±100 for the full control effect; nearly all actives have a fitted effect of over 60% in size; many of its hits are not listed in these tables
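E. coli-expressed His-tagged HADH2 tested at 20 nM in alkaline Tris buffer (pH 9.0); oxidation of 90 uM beta-hydroxybutyryl-CoA with 1 mM NAD+ tracked fluorimetrically for 4 min.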
Pol III holo inh: inhibitors of bacterial DNA polymerase III holoenzyme | 0.25% of 71,000 active | Potency, µM (series often up to 57.1 µM), without a hit: top-dose activity change, negative = inhibition | reconstituted DNA polymerase III holoenzyme replication, biochemical; also: potency is read from the fitted curve at half-maximal effect; % is scaled to controls: 0 for no effect and ±100 for the full control effect
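Reconstituted *E. coli* holoenzyme (0.35 nM Pol III, 1 nM beta, 154 nM SSB, 2 nM primase) was preincubated with compound for 15 min at RT. Synthesis on 1.4 nM ssM13Gori ran 35 min, then was stopped with PicoGreen/EDTA and read as dsDNA fluorescence.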
An asterisk follows results filed as active; i = inactive; ? = inconclusive; / = not tested or not shown; [ ] = remark or other dose. Unless noted, calls follow the shape of the dose curve; as a rule, active = well fitted curve in the direction sought with a large enough effect; inconclusive = small, poorly fitted or top-dose-only effect, or another doubt; inactive = no such curve, though single readings can be large; an effect the other way counts as inactive or inconclusive.

SMILES,Caspase-1 inhib,15-hLO inh,BRCT PPI green,BRCT inh red,Rhodamine fluor,HADH2 inhib,HEK293 cAMP cs,USP2a inhib,Tau filament bind,Casp7 inh,Pol III holo inh
CCOC(=O)N1CCN(c2nc3ccccc3nc2C(C#N)S(=O)(=O)c2ccc(C)cc2)CC1 (stereo not drawn),-10.1%,-14.8%,1.0%,1.5%,i,-7.2%,4.5%,5.3%,17.3%,-13.7%,-10.6%
CCOC(=O)CSc1nc2ccccc2n2cnnc12,0.5%,-10.9%,0.3%,-0.2%,i,-7.0%,19.6%,3.3%,-22.5%,0.4%,-3.2%
CO[C@@H]1COC(=O)[C@H](C)NC(=O)[C@@H](C)COC(=O)CCC[C@H]1C,-2.4%[11.5 µM],3.7%[11.4 µM],-0.7%[15.4 µM],0.8%[15.4 µM],/,3.7%[11.4 µM],1.3%[11.4 µM],/,/,-1.1%[11.5 µM],/
COCCn1nnnc1C(c1cccs1)N1CCN(c2cc(C)ccc2C)CC1 (stereo not drawn),-0.8%,-4.0%,2.1%,-0.8%,i,5.9%,?,6.8%,1.2%,-1.6%,6.1%
Cc1c(NC(=O)CCc2ccc(S(=O)(=O)N3CCOCC3)cc2)c(=O)n(-c2ccccc2)n1C,2.7%,0.0%,-1.8%,3.4%,i,0.9%,0.0%,6.8%,-6.9%,-1.1%,-6.6%
COCC(=O)N(Cc1cc2ccccc2[nH]c1=O)c1ccc(OC)cc1,0.5%,-23.3%,-1.1%,0.3%,i,1.1%,2.6%,-4.6%,0.1%,0.2%,-7.4%
CCOC(=O)c1ccccc1NC(=O)c1ccccc1N(C)S(C)(=O)=O,-0.5%,15.6%,-0.4%,-3.6%,i,4.0%,13.5%,-5.0%,-3.8%,-2.1%,2.9%
CN(C)CCCNS(=O)(=O)c1cc(Cl)ccc1Cl,-1.2%,-5.7%,-2.2%,0.9%,i,-4.7%,7.7%,-6.4%,-1.4%,-0.7%,-11.7%
Cc1ccc(S(=O)(=O)N2CCCC2C(=O)Oc2ccccc2)cc1 (stereo not drawn),-0.2%,1.2%,-1.4%,-1.2%,i,-4.3%,3.1%,-13.1%,1.6%,6.0%,2.6%
O=C(O)COc1ccccc1Cc1ccccc1,0.7%,4.1%,-1.2%,0.9%,i,4.5%,8.4%,-2.1%,-6.6%,0.6%,-5.3%
COc1ccc(C(=O)CSc2n[nH]c(-c3ccco3)n2)cc1,0.0%,-13.9%[11.4 µM],0.0%,-1.8%,/,-4.9%[11.4 µM],12.9%[11.4 µM],-4.1%[7.66 µM],3.6%[11.4 µM],0.6%,-3.2%[11.4 µM]
CCOC(=O)c1c(-c2ccccc2)[nH]c2ccc(O)cc12,1.4%,-4.4%,-0.4%,-0.3%,i,31.6µM*,-14.4%,-14.6%,-2.9%,-0.9%,-4.1%
CCSc1nnc(NC(=O)CCNS(=O)(=O)c2cc(Br)cnc2N)s1,1.6%,-5.8%,1.7%,0.1%,i,11.3%,4.6%,9.4%,14.6%,-0.3%,-0.1%
CCCCNC(=O)c1cc2c(-c3ccc(Cl)cc3)nn(C)c2s1,-3.6%,-7.8%,-0.5%,-1.9%,/,?,29.2%,/,130.4%,-1.4%,-5.1%
Cc1cc(C)c(C)c(OCC(=O)NCc2nc(-c3ccccc3)no2)c1,-2.8%,-11.3%,1.8%,0.1%,i,4.5%,?,-9.6%,85.2%,-4.2%,-3.0%
C[C@H](NCCc1ccc(O)cc1)[C@@H](O)c1ccc(O)cc1,-1.2%[25.7 µM],6.6%[25.6 µM],-1.5%[34.4 µM],0.1%[34.4 µM],i,2.9%[25.6 µM],5.3%[25.6 µM],-3.9%[17.1 µM],8.7%[25.6 µM],3.4%[25.7 µM],-5.9%[25.6 µM]
Cc1ccc(-n2c(SCc3ccc(C#N)cc3)nnc2-c2ccccn2)cc1,2.5%,0.8%,-2.8%,-0.1%,i,9.2%,19.4%,22.7%,19.8%,-1.9%,5.4%
Cn1cccc1C(=O)N1CCC[C@@]2(CCN(Cc3cc(C(F)(F)F)cc(C(F)(F)F)c3)C2)C1,-1.7%,-5.4%,-5.1%,-0.1%,i,-3.1%,12.6µM*,65.0%[activator],-3.7%,-1.6%,-12.8%
CCCCOn1c(C)c(C(=O)OCC)c2c3no[n+]([O-])c3ccc21,2.4%,-5.4%,-0.1%,0.4%,i,4.1%,6.6%,3.3%,8.0%,1.7%,-1.3%
CCn1ncc(Br)c1C(=O)Nc1cc(C)ccc1F,0.0%,2.3%,-0.8%,1.5%,i,-0.1%,26.6%,-0.2%,3.3%,2.5%,-2.4%
Cc1c(NC(=O)C2CCCNC2=O)c(=O)n(-c2ccccc2)n1C (stereo not drawn),-0.8%,0.5%,-1.0%,0.0%,i,8.2%,0.4%,-9.7%,3.2%,-0.8%,-7.7%
COC1C(O)C(CO)OC1n1cnc2c(=O)[nH]c(N)nc21 (stereo not drawn),-1.3%,13.7%,-2.3%,-2.0%,/,/,/,-10.6%,/,1.9%,/
COc1ccc(Cn2nnnc2CN2CCOCC2)cc1,-0.7%,5.5%,1.2%,-0.9%,i,1.8%,3.2%,2.8%,1.1%,1.4%,-1.4%
CC(C)CC(=O)N[C@H](C(=O)N[C@H](C(=O)N[C@@H](CC(C)C)[C@H](O)CC(=O)N[C@@H](C)C(=O)N[C@@H](CC(C)C)[C@H](O)CC(=O)O)C(C)C)C(C)C,0.3%[25.7 µM],7.4%[25.6 µM],-2.8%[34.4 µM],0.6%[34.4 µM],i,3.1%[25.6 µM],0.8%[25.6 µM],-8.4%[17.1 µM],3.1%[25.6 µM],1.1%[25.7 µM],-5.1%[25.6 µM]

Four compounds already listed, arranged by molar mass, smallest number first:
SMILES,Caspase-1 inhib,15-hLO inh,BRCT PPI green,BRCT inh red,Rhodamine fluor,HADH2 inhib,HEK293 cAMP cs,USP2a inhib,Tau filament bind,Casp7 inh,Pol III holo inh
CCOC(=O)c1c(-c2ccccc2)[nH]c2ccc(O)cc12,1.4%,-4.4%,-0.4%,-0.3%,i,31.6µM*,-14.4%,-14.6%,-2.9%,-0.9%,-4.1%
COc1ccc(Cn2nnnc2CN2CCOCC2)cc1,-0.7%,5.5%,1.2%,-0.9%,i,1.8%,3.2%,2.8%,1.1%,1.4%,-1.4%
COC1C(O)C(CO)OC1n1cnc2c(=O)[nH]c(N)nc21 (stereo not drawn),-1.3%,13.7%,-2.3%,-2.0%,/,/,/,-10.6%,/,1.9%,/
COCCn1nnnc1C(c1cccs1)N1CCN(c2cc(C)ccc2C)CC1 (stereo not drawn),-0.8%,-4.0%,2.1%,-0.8%,i,5.9%,?,6.8%,1.2%,-1.6%,6.1%

Remaining list, next part
SMILES,Caspase-1 inhib,15-hLO inh,BRCT PPI green,BRCT inh red,Rhodamine fluor,HADH2 inhib,HEK293 cAMP cs,USP2a inhib,Tau filament bind,Casp7 inh,Pol III holo inh
Cc1cccc(NC(=O)c2ccccn2)c1C,0.3%,-2.9%,-1.0%,-0.4%,i,-6.1%,4.2%,-7.7%,-3.4%,-0.3%[0.00368 µM],1.0%
C#CC1(O)CC(C)NCC1(C)CCC#N (stereo not drawn),-0.9%,8.9%,-1.6%,-0.2%,i,4.7%,3.8%,5.7%,-5.3%,0.5%,-0.4%
Cc1onc(COc2ccccc2O)c1Br,2.2%,4.3%,0.7%,0.8%,i,13.0%,3.9%,-3.2%,2.2%,2.7%,-3.4%
CCc1c(C)nc2[nH]nc(NC(=O)C(F)(F)F)n2c1=O,0.1%,17.1%,-0.3%,1.3%,i,7.0%,6.0%,-4.8%,-2.5%,-0.9%,1.4%
COC(=O)c1sc(NC(=O)c2csc3c2CCCC3)nc1C,-3.4%,-28.3%,0.9%,-1.1%,i,-28.8%,?,52.8%[activator],112.1%,-2.4%,1.9%
CCc1ccc(N2CC34C=CC(O3)C(C(=O)OC(C)C)C4C2=O)cc1 (stereo not drawn),-4.0%,1.8%,-1.4%,1.4%,/,-10.3%,?,/,-11.0%,-0.7%,-1.1%
CN(C(=O)c1ccccc1C(=O)O)C1CC(C)(C)NC(C)(C)C1,-2.3%,?,-8.5%,-4.4%,/,2.7%,6.5%,/,-11.4%,0.8%,-9.2%
Nc1cc(N)nc(SCc2ccccc2)n1,-1.0%,6.8%,3.5%,0.6%,i,-4.2%,-3.3%,3.3%,14.3%,0.9%,-2.3%

Source: PubChem BioAssay (National Center for Advancing Translational Sciences (NCATS))

A portion of the library, so the mix of outcomes need not match the whole.
